OXTR agonist – agonists of human oxytocin receptor | CHO-OTR cells, Fluo-8 calcium fluorescence; normalized: DMSO 0%, oxytocin 100% | activation, % at 3 µM | 320,000 compounds, 0.32% hits;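 active = activation above the mean of all tested compounds plus 3 SD, cutoff set per screening run, cut at about 20% in these data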;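 note: peak over basal fluorescence ratio from a 100 s FLIPR kinetic read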
Target sequence (P30559 whole entry, looked up): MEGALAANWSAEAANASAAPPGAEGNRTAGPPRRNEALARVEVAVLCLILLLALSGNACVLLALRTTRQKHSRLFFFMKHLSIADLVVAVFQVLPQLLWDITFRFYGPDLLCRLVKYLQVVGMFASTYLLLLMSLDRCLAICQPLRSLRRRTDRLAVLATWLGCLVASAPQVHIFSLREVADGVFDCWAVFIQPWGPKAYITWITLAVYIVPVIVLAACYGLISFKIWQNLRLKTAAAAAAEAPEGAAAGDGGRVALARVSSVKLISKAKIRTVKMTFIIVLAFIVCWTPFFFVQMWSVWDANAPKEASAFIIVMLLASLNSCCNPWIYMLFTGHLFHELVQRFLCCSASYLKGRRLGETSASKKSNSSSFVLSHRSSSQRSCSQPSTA
TAAR1 antagonist – human TAAR1 antagonism; Q96RJ0; 360,000 compounds, 1.5% hits; inhibition, % at 3 µM; CHO RD-HGA16 TAAR1, Fluo-8 calcium fluorescence, antagonist;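 active = inhibition above a per-plate cutoff, the mean inhibition of test compounds on that plate plus 3 SD, cut at about 49% in these data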;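 note: 0% = DMSO plus EC80 beta-PEA response and 100% = DMSO alone without agonist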
Target sequence (Q96RJ0 whole entry, looked up): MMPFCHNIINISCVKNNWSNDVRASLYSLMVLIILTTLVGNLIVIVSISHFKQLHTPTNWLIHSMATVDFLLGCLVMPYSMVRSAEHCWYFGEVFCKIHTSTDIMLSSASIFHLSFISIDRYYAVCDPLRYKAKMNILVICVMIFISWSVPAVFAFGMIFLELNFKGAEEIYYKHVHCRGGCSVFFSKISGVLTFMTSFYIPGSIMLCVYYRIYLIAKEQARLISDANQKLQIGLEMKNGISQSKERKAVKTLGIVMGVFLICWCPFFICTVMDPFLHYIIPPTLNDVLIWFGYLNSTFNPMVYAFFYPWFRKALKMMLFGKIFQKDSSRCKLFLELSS
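Assay system: CHO-derived RD-HGA16 cells stably expressing human TAAR1 plus Gα16. Timing: 140 s kinetic read after compound, 140 s after agonist. Technique: kinetic Fluo-8 calcium fluorescence measurement. Measure: % inhibition of agonist calcium response.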
GPR7 antag – antagonists of human GPR7 (neuropeptides B/W receptor 1); inhibition, % at 4.4 µM; GPR7-expressing cells, fluorescence antagonist assay; AID 1861; 290,000 compounds, 1.1% hits; P48145; in the data active = inhibition above about 16%, passing the limit was not always enough;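 note: cells stimulated with the agonist NPW; 0% = agonist with vehicle and 100% = vehicle without agonist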
Target sequence (P48145 whole entry, looked up): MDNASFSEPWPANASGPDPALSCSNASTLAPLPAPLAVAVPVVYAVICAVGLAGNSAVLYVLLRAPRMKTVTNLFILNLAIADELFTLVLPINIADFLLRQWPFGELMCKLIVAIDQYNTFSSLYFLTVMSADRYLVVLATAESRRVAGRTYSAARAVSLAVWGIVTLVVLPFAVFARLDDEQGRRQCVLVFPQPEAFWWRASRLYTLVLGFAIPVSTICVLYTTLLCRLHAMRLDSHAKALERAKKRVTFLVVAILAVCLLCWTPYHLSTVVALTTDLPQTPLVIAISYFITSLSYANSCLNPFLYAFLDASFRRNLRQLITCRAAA
M1 PAM parental – counter-screen for M1 PAMs: effect in parental CHO-K1 cells. ATP EC20, Fluo-8 calcium fluorescence; 0% at ATP EC20, 100% at ATP max. activation, % at 3 µM. 360,000 compounds, 0.02% hits. AID 602247;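 active = activation above the run cutoff, the mean activation of all test compounds plus 3 SD, cut at about 40% in these data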;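 note: peak over basal fluorescence ratio in a 140 s read after ATP addition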
CHO-K1 Ca antag – M1 antagonist counterscreen hit in parental CHO-K1 cells; ATP-induced calcium, Fluo-8 fluorescence; inhibition, % at 3 µM; 360,000 compounds, 0.6% hits; AID 602250;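 active = inhibition above a per-plate cutoff, the plate's mean sample inhibition plus 3 SD, cut at about 24% in these data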;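 note: 0% = DMSO plus EC80 ATP and 100% = DMSO alone without ATP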
V1aR counter – V1a receptor agonism, counter-screen for OXTR agonists; P37288; CHO-V1R cells, Fluo-8 calcium fluorescence, agonist mode; 0% DMSO, 100% 3 nM vasopressin; activation, % at 3 µM; 320,000 compounds, 0.25% hits;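 active = activation above the mean activation of all tested compounds plus 3 SD, per screening run, cut at about 20% in these data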;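 note: signal is peak over basal fluorescence ratio across a 100 second FLIPR read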
CHO-K1 Ca ag – M1 agonist counterscreen hit in parental CHO-K1 cells | Fluo-8 calcium fluorescence; scaled to maximal ATP response, vehicle zero | activation, % at 3 µM | 360,000 compounds, 0.48% hits; in the data active = activation above about 15%;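 note: untransfected CHO-K1 host cells lacking M1 receptor as counterscreen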
OXTR potentiate – potentiates the human oxytocin receptor response; P30559; CHO-OTR cells, Fluo-8 calcium fluorescence, potentiator mode; 0% = oxytocin EC15, 100% = EC100; activation, % at 3 µM; 320,000 compounds, 0.061% hits;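 active = activation above that plate's cutoff, the mean activation of tested compounds plus 3 SD, cut at about 6.6% in these data, passing the limit was not always enough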;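 note: 100% uses oxytocin at 75 nM as the full agonist control; some results filed as inactive read as strong as hits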
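System: human OTR in CHO cells / Also added: sub-maximal oxytocin, roughly EC15 / Control set: EC15 oxytocin low, 75 nM oxytocin high / Schedule: 6 min compound pre-incubation at room temperature, 100 s kinetic read / Compound: single-point 3.0 µM / Replication: singlicate / Technique: Fluo-8 calcium dye fluorescence / Read-out basis: % activation of max/min ratio relative to oxytocin controls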
CHO parental Ca – signal in parental CHO cells, OX1R antagonist counter-screen | parental CHO-K1, ATP-induced calcium, Fluo-8 fluorescence | inhibition, % at 5.6 µM | 330,000 compounds, 0.63% hits;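 active = inhibition above that plate's mean sample inhibition plus 3 SD, cut at about 26% in these data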;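 note: 0% = ATP-challenged DMSO wells and 100% = DMSO wells without ATP; some compounds past the cut are filed as inactive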
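Material: parental CHO cells / Compound: single nominal dose of 5.6 µM per compound / Signal: Fluo-8 fluorescence / Replicates: singlicate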
* hit, by the source's call; / = not tested or not shown; & = joins results of further samples.

structure,TAAR1 antagonist,V1aR counter,CHO-K1 Ca antag,OXTR potentiate,CHO parental Ca,M1 PAM parental,CHO-K1 Ca ag,GPR7 antag,OXTR agonist
NS(=O)(=O)c1ccc(CCNC(=O)Cc2ccc(Cl)cc2)cc1,-9,-0.3,7,-9,9,-16,0.6,11,-0.8
Cc1ccc(COC(=O)c2nn(C)c(=O)c3ccccc23)cc1,1,4.6,0,-12,19,-4,7.8,-4,6.5
O=C(CN1C(=O)C2C3c4ccccc4C(c4ccccc43)C2C1=O)Nc1ccccc1C(=O)O (stereo unspecified),-8,0.6,-12,0,-9,20,1.0,-5,-0.2
O=C(Nc1cc(Cl)cc(Cl)c1)N1CCN(C(=O)C2CCCO2)CC1 (stereo unspecified),-25,1.1,-8,-13,-5,17,2.4,3,0.6
NC(=S)N=Nc1c(O)[nH]c2ccc(F)cc12,0,1.3,-15,-10,-2,22,1.0,4,-0.1
C=C(C)C(COc1c2occc2cc2ccc(=O)oc12)OC(C)(C)C(O)COc1c2occc2cc2ccc(=O)oc12 (stereo unspecified),58*,1.5,4,-7,-24,-13,3.1,/,1.5
c1ccc(-n2cc(CN3CCCC(CN4CCCC4)C3)c(-c3ccc4c(c3)OCO4)n2)cc1 (stereo unspecified),9,0.3,-4,-3,-22,18,1.2,9,3.2
Cc1nc2c(C(=O)N3CCCC3)cnn2c(C)c1Cc1c(F)cccc1Cl,-16,0.6,-10,0,-11,14,0.2,8,0.2
Cc1ccc(S(=O)(=O)N2CCN(S(=O)(=O)N3CCOCC3)CC2)cc1C,-9,0.1,-13,0,4,10,0.8,-5,0.3
Cc1ccc(S(=O)(=O)NCCC(=O)OCC(=O)N(C)c2ccccc2)cc1,-52,2.0,-3,-6,-10,-8,1.6,/,1.0
COC(=O)C1=C(C)N(Cc2ccco2)C(=O)N[C@H]1c1cccc(C(F)(F)F)c1,/,1.9,/,-9,-22,/,/,-8,-1.1
CC1CCCC(NC(=O)COC(=O)CCSc2ccccc2)C1C (stereo unspecified),2,-0.6,-18,-3,-4,1,2.3,-3,-1.8
CCn1nnnc1SCC(=O)c1ccc(C)cc1,-10,-0.2,12,-7,-2,-6,-0.1,-12,-1.2
O=C(c1cc2ccccc2oc1=O)N(Cc1ccccc1F)C1CCS(=O)(=O)C1 (stereo unspecified),-45,0.0,-14,-7,-3,6,1.8,-6,1.1
CCOC(=O)c1c(NC(=O)CSc2nncn2C)sc(C)c1C,15,3.1,-12,-7,-3,16,-0.2,-7,-0.1
COc1ccc(C2C(C#N)=C(N)Oc3cc4c(cc32)OCO4)cc1 (stereo unspecified),-8,-0.9,14,1,7,-14,-0.2,-12,0.6
CCOC(=O)C(C)c1c(C)[nH]c(=S)[nH]c1=O (stereo unspecified),-16,-0.4,3,-6,-9,2,0.1,-3,0.3
Cc1cc(NCCCOC(C)C)n2c(nc3ccccc32)c1C#N,-8,-0.8,13,-6,-23,-23,0.2,-12,-2.1
Cc1ccc(C(=O)OCC(=O)Nc2ccc(C(N)=O)cc2)s1,9,0.0,-18,-1,-6,4,0.7,/,0.8
O=C1C(c2ccccc2)NC(=S)N1C1CCCCC1 (stereo unspecified),-9,0.2,0,-1,-14,0,0.3,-23,0.2
O=S(=O)(NCc1cccc(C(F)(F)F)c1)NCc1ccccc1F,-12,0.1,0,-5,-9,-3,-0.5,-6,-1.9
CC1(C)CC(=O)C2=C(C1)N(c1ccccc1)C(=O)C2(O)C(F)(F)F (stereo unspecified),3,0.7,-13,-6,-2,26,2.2,-8,-0.1
CCOc1ccc2[nH]cc(C(=O)NCc3ccccc3)c(=O)c2c1,-6,0.8,-2,-5,-4,-15,2.5,-4,0.4
CSc1ncccc1C(=O)N1CCCC(Nc2ccc(F)c(F)c2)C1 (stereo unspecified),5,/,-11,/,/,12,1.9,/,/
O=C(O)c1ccc(/C=C/c2nc3sc4c(c3c(=O)[nH]2)CCC4)cc1,-21,0.2,-9,-4,16,9,1.1,2,-0.6
CCc1ccc(/C=C(\Cl)c2nc3cc(Cl)ccc3c(=O)[nH]2)cc1,-15,-0.2,-3,-3,-6,18,0.5,10,-0.4
Brc1ccc(-c2noc(CCc3ccccc3)n2)cc1,6,0.9,-11,-3,-3,17,0.2,-12,-0.4
O=C(COc1ccccc1Cl)NNC(=O)c1ccc2c(=O)n3c(nc2c1)CCC3,-6,-0.3,-4,-6,-8,12,-0.3,/,0.6
O=C1CCCN1c1ccc(S(=O)(=O)Oc2cccc(Cl)c2)cc1[N+](=O)[O-],35,7.2,-11,-24,-4,12,4.6,0,5.4
CC1=C(C(=O)OCC2CCCCC2)C(c2ccc(F)cc2)NC(=O)N1 (stereo unspecified),-5,-1.5,5,-14,-26,-16,-0.7,-9,-2.3
CC(=O)c1ccc2cc3c(cc2c1)OCO3,9,/,-7,/,/,10,1.0,/,/
COC(=O)[C@@H](NC(=O)NCc1ccc(F)cc1)C(C)C,-5,1.4,-23,0,-6,31,1.9,-5,-0.7
Cc1ccccc1-c1cc(C(=O)NCc2ccc(OC(F)(F)F)cc2)nn1CC1CC(c2cccc([N+](=O)[O-])c2)=NO1 (stereo unspecified),-22,5.6,-11,-8,-16,12,0.5,/,2.1
O=C(Cn1c(=S)nc2ccccn21)N1CCc2ccccc2C1,2,0.2,-7,-7,-7,24,0.6,-6,0.0
CN(C)C(=O)NC1C=CS(=O)(=O)C1 (stereo unspecified),2,0.5,-10,-1,-1,15,0.3,-13,0.7
COc1ccc(C(=O)C2CCCN(Cc3c(C)[nH]c4ccccc34)C2)c(OC)c1 (stereo unspecified),/,1.1,/,-2,-8,/,/,-4,3.4
Cc1ccc(C(=O)COC(=O)c2cccs2)cc1,9,3.0,-9,-16,-4,0,0.5,-19,2.7
O=C(/C=C/c1c(Cl)cccc1Cl)Nc1ccncc1,2,5.2,7,-14,-8,6,1.7,5,1.4
CCC(C)c1ccc(NC(=O)NCc2cccnc2)cc1 (stereo unspecified),-24,2.3,-1,-6,-12,18,1.4,-9,-0.5
COc1ccc(OCC(=O)N2CCN(C(=O)Cc3ccccc3)CC2)cc1,-1,-0.2,-5,-2,13,1,0.2,2,0.4
Cc1ccccc1CSc1ccc(-c2ccc3c(c2)OCO3)nn1,-19,0.9,6,-8,-19,-5,-0.3,-5,-1.3
CCOC(=O)C1CCN(C(=O)c2cc3cc(Br)ccc3oc2=O)CC1,2,-0.6,-10,-2,-4,25,0.0,-8,-0.6
Cn1c(SCC(=O)Nc2ccc(Cl)cc2)nnc1C1CC1,-9,-0.8,8,-5,-8,-7,-0.2,-9,0.5
COc1ccc(C)cc1NC(=O)COC(=O)C1CCN(C(=O)c2ccc(Cl)cc2)CC1,-4,-0.3,-4,-18,-14,7,0.3,3,-2.2
O=C1NCCN1CCNc1nc(NCC2CC2)nc2cc(-c3ccccc3)sc12,-5,/,-10,/,/,3,2.4,/,/
CC(=O)c1ccc(N2CCN(C(=O)COc3ccc4c(c3)CCC4)CC2)cc1,8,5.7,-4,-10,2,-2,8.5,24,1.2
Cc1oc(CC(C)C)c(CN)c1C(=O)O,-18,0.1,-16,-2,4,-6,0.1,-1,1.6
O=C(Nc1ccc(Cl)cc1)Nc1nnc(CSc2ccc(Cl)cc2)s1,-7,1.8,-2,3,-15,20,1.1,4,3.0
O=C(O)c1cccc(NC(=O)c2cn(-c3ccccc3)nc2-c2ccc(F)cc2)c1,25,0.6,-4,-7,4,18,0.6,-1,0.5
COc1ccc(Br)cc1S(=O)(=O)N1CCN=C1C,-5,0.0,-2,1,-12,8,0.1,-4,0.6
CC(=O)N1CCCC(C(=O)c2ccc(Oc3ccccc3)cc2)C1 (stereo unspecified),8,3.8,-23,-1,-11,-3,1.7,-4,2.5
Cc1cc(C)nc(SCc2cn3c(C)cc(C)nc3n2)n1,-17,-1.6,1,10,-7,2,0.5,-18,-1.8
O=C(COC(=O)Cc1c(Cl)cccc1Cl)NCc1ccco1,-7,1.2,-4,-4,-18,7,0.1,/,1.6
CC[C@@H](C)[C@@H]1CN([C@@H](CN2CCC[C@H]2CN2C(N)=NC[C@@H]2Cc2ccccc2)C(C)C)C(=N)N1CCCC1CCCC1,/,-0.1,-1,-3,-23,1,0.3,/,-0.5
C[C@]12c3[nH]c4ccc(Cl)cc4c3CCN1C(=O)[C@@H](CC(=O)NCC13CC4CC(CC(C4)C1)C3)C[C@@H]2C(=O)N1CCCCC1,-2,/,-14,/,-23,11,0.4,/,/
Cc1ccc(S(=O)(=O)C2(C(=O)NC3CCCC3)CC2)cc1,-2,-1.1,-10,-3,-14,16,0.3,-6,-1.7

Entries listed so far that have bromine (3):
structure,TAAR1 antagonist,V1aR counter,CHO-K1 Ca antag,OXTR potentiate,CHO parental Ca,M1 PAM parental,CHO-K1 Ca ag,GPR7 antag,OXTR agonist
Brc1ccc(-c2noc(CCc3ccccc3)n2)cc1,6,0.9,-11,-3,-3,17,0.2,-12,-0.4
CCOC(=O)C1CCN(C(=O)c2cc3cc(Br)ccc3oc2=O)CC1,2,-0.6,-10,-2,-4,25,0.0,-8,-0.6
COc1ccc(Br)cc1S(=O)(=O)N1CCN=C1C,-5,0.0,-2,1,-12,8,0.1,-4,0.6

(further entries)
structure,TAAR1 antagonist,V1aR counter,CHO-K1 Ca antag,OXTR potentiate,CHO parental Ca,M1 PAM parental,CHO-K1 Ca ag,GPR7 antag,OXTR agonist
CCCn1c(=O)c(C(=O)Nc2ccccc2C(=O)OCC)c(O)c2ccccc21,/,0.9,-11,0,-7,24,0.5,-2,0.5
Cc1nn(CC(=O)N2CCN(c3ccccc3)CC2)c(=O)c2cccn12,6,0.3,-11,-4,-8,26,0.1,-9,0.5
COc1ccccc1-c1nnc(SCC(=O)Nc2cc(C)on2)o1,3,-0.6,-4,3,-16,8,0.6,-11,0.0
Nc1[nH]c(=O)[nH]c(=O)c1N=Nc1ccccc1Cl,-16,1.0,-3,7,-9,-8,0.2,-13,0.8
CCN(CCn1cccn1)Cc1cn[nH]c1-c1cccc2ccccc12,-11,0.0,-7,-2,-18,10,1.2,3,1.6
O=S(=O)(Nc1ccc2ccccc2n1)c1ccccc1Cl,-13,3.1,-5,-12,-6,1,0.3,-13,1.5
O=C(CCCOc1ccccc1)NCc1ccco1,8,-0.2,-5,-14,-3,-3,0.2,-2,-0.6
Cc1ccc(CN2C(=O)C(CC(C)C)Nc3ncnc(N4CCN(c5ccccc5)CC4)c32)cc1 (stereo unspecified),33&-40,0.6,6&10,-8,-30,-17&4,-0.6&-0.1,/,-1.3
